Screens deposited in PubChem by several laboratories.
M17LAP inhibition – P. falciparum M17LAP inhibitors, primary screen, biochemical, fluorogenic H-Leu-NHMec substrate, 1536-well (AID 1619); 220,000 tested, 0.38% active; one-dose inhibition, % at 30 µM; IC50 in µM for titrated hits; recombinant M17LAP, H-Leu-NHMec fluorogenic kinetic assay; higher % means a stronger effect;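 active means compound inhibiting the enzyme by more than half at any dose during confirmatory dose-response retesting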;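 further: plate controls were full reaction with DMSO carrier for no effect and no enzyme background for full effect; strong numbers were not always called active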
TNAP activation fold – human TNAP enzyme activators, primary screen, biochemical, luminescent, no phosphate acceptor, uHTS (AID 1001) | 200,000 tested, 0.03% active | Alkaline phosphatase, tissue-nonspecific isozyme (Homo sapiens) | purified TNAP, luminescent activation assay, no phosphate acceptor; higher activation fold means a stronger effect | one-dose activation fold at 20 µM; EC50 in µM for titrated hits; in the data active means activation fold from about 3, or a potency from the dose series; inactive means the rest, 99 in 100 with activation fold below about 1.6; further: many of its hits are not listed in these tables
Hep lipid drop – inhibitors of hepatocyte lipid droplet formation, primary screen, imaging, high-throughput imaging, BODIPY stain. AML12 mouse hepatocytes, oleate lipid droplets. inhibition, % at 6.5 µM. 240,000 tested, 0.4% active;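 active means lipid droplet intensity inhibited by at least 50%, with more than 500 cells counted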
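Material – mouse AML12 hepatocyte cell line, fixed after treatment · Compound dosing – one dose, 6.5 µM compound · Times – compound with oleate, overnight · Measured by – Image-based BODIPY and DAPI two-channel analysis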
human PMI inhibitors – human PMI inhibitors, high substrate, primary screen, biochemical, fluorescence intensity, high mannose 6-phosphate (AID 1220) | Mannose-6-phosphate isomerase (Homo sapiens) | recombinant PMI enzyme, coupled fluorescence intensity; higher % means a stronger effect | inhibition, % at 20 µM; hits with a dose series show IC50 in µM | 190,000 tested, 0.66% active
Siah-1 displacement – Siah-1 peptide-binding antagonists, primary screen, biochemical, fluorescence polarization, rhodamine-plectin, uHTS (AID 1817); 290,000 tested, 0.02% active; E3 ubiquitin-protein ligase SIAH1 (Homo sapiens); Siah-1 / rhodamine-plectin peptide fluorescence polarization; higher % means a stronger effect; displacement, % at 20 µM; hits with a dose series show IC50 in µM;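 active means displacement of at least 50% at 20 µM, with a fluorescence ratio check between 0.3 and a set limit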;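 further: plate controls were Siah plus tracer with DMSO for no effect and tracer alone without Siah for full effect; strong numbers were not always called active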
human PMI inhibition – inhibitors of human PMI, primary screen, biochemical, fluorescence intensity, coupled assay (AID 1209). purified PMI enzyme, coupled fluorescence intensity; higher % means a stronger effect. one-dose inhibition, % at 20 µM; IC50 in µM for titrated hits. 190,000 tested, 0.42% active. Mannose-6-phosphate isomerase (Homo sapiens);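 further: plate controls were DMSO vehicle for no effect and wells lacking substrate for full effect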
K1F lysis inhibition – inhibition of K1F phage lysis, E. coli UTI89, bacterial capsule biogenesis inhibitors, alamar blue (AID 488966). inhibition, % at 100 µM, or IC50 in µM where a hit was titrated. 340,000 tested, 0.02% active. E. coli UTI89 K1F phage lysis, alamar blue, 2 h; higher % means a stronger effect;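 active means phage lysis inhibition, versus mean bacterial control, above a set limit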;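 further: capsule biogenesis inhibitors block K1F phage lysis so surviving cells raise fluorescence; higher fluorescence means more inhibition of phage lysis; actives were called in the ten point dose series up to 300 µM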
XIAP displacement – XIAP antagonists, biochemical, IAP family, fluorescence polarization (AID 1018) | E3 ubiquitin-protein ligase XIAP (Homo sapiens) | XIAP BIR domain, fluorescence polarization peptide displacement; higher % means a stronger effect | displacement, % at 20 µM, or IC50 in µM where a hit was titrated | 200,000 tested, 0.007% active; in the data active means displacement above about 50%; further: a part of the inactive calls stands beside numbers as strong as those of hits
P. falciparum M1AAP – P. falciparum M1AAP inhibitors, biochemical, fluorogenic H-Leu-NHMec substrate, 1536-well (AID 1445). recombinant M1AAP, H-Leu-NHMec fluorogenic kinetic assay; higher % means a stronger effect. inhibition, % at 30 µM; hits with a dose series show IC50 in µM. 220,000 tested, 0.42% active;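 active means primary inhibition above the hit cutoff, then over 50% inhibition at one or more dose response concentrations, cut at about 23% in these data, passing the limit was not always enough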;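 further: plate controls were DMSO full reaction for no effect and no enzyme background for full effect; strong numbers were not always called active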
Hep lipid drop cells 6.5 µM – recorded beside Hep lipid drop, whose call it bears; cell count; measured here: cell count, cytotoxicity flag;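 cells counted across two imaged fields per well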
* = called active by the depositor; . = not tested or not shown; [ ] = another dose, or the depositor's remark. Unless noted, no stated cut-off is given here; in the data, active means inhibition above about 50%; inactive means the rest. Not all compounds are listed; rates above refer to the full screens.

Below each SMILES – M17LAP inhibition	TNAP activation fold	Hep lipid drop	Hep lipid drop cells 6.5 µM	human PMI inhibitors	Siah-1 displacement	human PMI inhibition	K1F lysis inhibition	XIAP displacement	P. falciparum M1AAP
O=c1cccc2n1CC1CC2CN(C(c2cccc(F)c2)c2sc3ncnn3c2O)C1 (stereo not given)
  -1%	1	2	666	2%	-4%	6%	-0.2%	-8.6%	-6%
N#Cc1ccc(N2CCNCC2)c(F)c1
  6%	1.2	.	.	-1%	1%	-1%	0.8%	-6.1%	8%
O=c1[nH]c(=O)n(Cc2ccco2)c(O)c1C=NC1CC1
  7%	1.1	.	.	4%	0%	5%	-0.9%	-0.1%	3%
CC(=O)c1cccc(NC2=NCC(C)S2)c1 (stereo not given)
  3%	0.9	.	.	-7%	7%	-10%	1.3%	-3.7%	25%*
Cc1ccc(-n2c(-c3ccc([N+](=O)[O-])cc3)nc3ccccc3c2=O)cc1
  -5%	1.1	-8	613	-4%	11%	8%	0.2%	0.2%	12%
CC1C2Cn3c(nc4ccccc43)C1N(C)O2 (stereo not given)
  5%	.	-14	665	.	-7%	.	1.4%	.	-9%
OC(c1ccccc1)(c1ccccc1)C1CCCN1 (stereo not given)
  -2%	1.1	-12	708	-10%	22%	-14%	0.1%	3.0%	1%
Cc1ccc(Cn2nnnc2CN2CCC(n3nnc4cc(C(F)(F)F)ccc43)CC2)cc1
  8%	1.1	-1	803	16%	3%	29%	0.3%	-3.9%	2%
Cc1c(NP(=S)(C(C)(C)C)C(C)(C)C)c(=O)n(-c2ccccc2)n1C
  -7%	1.1	4	698	-9%	-4%	-13%	0.9%	-2.3%	4%
O=S(=O)(c1ccccc1)N1CN2CCN(C2)C1
  -4%	1.1	.	.	22%	-1%	20%	2.7%	-10%	0%
CN1CCN(Cc2ccc(OC(F)(F)F)cc2)CC1
  7%	1.1	3	820	-10%	8%	-4%	1.7%	-1.3%	-1%
CCC(=NCC1CCCO1)c1c(O)n(-c2ccc(Cl)cc2)c(=O)[nH]c1=O (stereo not given)
  7%	1	.	.	-4%	2%	-9%	6.5%	-4.6%	11%
O=C(C1CCCN(c2nnc(-n3cccc3)s2)C1)N1CCC2(CC1)OCCO2 (stereo not given)
  -1%	1	10	703	4%	2%	7%	0.4%	-10%	13%
O=C1NC(=O)N(Cc2ccccc2)C(=O)/C1=C/c1cnc(-c2ccccc2)nc1
  11%	1.1	19	773	-27%	1%	-24%	-2.4%	-8.1%	12%
Cc1ccc(-c2nc3ccccc3c(=O)n2-c2cc(C)ccn2)cc1
  15%	1.1	.	.	7%	0%	14%	-0.9%	-8.6%	9%
CCOc1cc(-c2nc3c(C)cccn3c2NCC2CCCO2)ccc1O (stereo not given)
  -153%	0.9	.	.	5%	1%	-7%	0.4%	-2.5%	13%
COCCNC(=O)c1c(NC(=O)c2ccc(Br)o2)n(Cc2ccccc2)c2nc3ccccc3nc12
  -9%	0.9	16	757	46%	48%	6%	0.1%	-0.2%	16%
Clc1cc(Cl)cc(NC2=NCCS2)c1
  -5%	.	10	758	.	-5%	.	1.0%	.	0%
COc1ccc(CCn2c(O)c(C=Nc3ccc(NC(C)=O)cc3)c(=O)[nH]c2=O)cc1OC
  -7%	.	6	745	.	24%	.	.	.	14%
CCN1CCN(c2ccc(N)cc2)CC1
  6%	0.9	-3	650	36%	-7%	31%	0.7%	-7.3%	11%
O=C1NC(=O)N(c2ccc(F)cc2)C(=O)/C1=C/c1ccsc1
  11%	1.2	1	680	-26%	6%	-16%	-0.3%	-10%	1%
C=CCn1c(O)c(C(C)=Nc2ccc3c(c2)CCC3)c(=O)[nH]c1=O
  -1%	.	6	739	.	14%	.	0.9%	.	2%
O=C1/C(=C/c2cc3c(cc2Cl)OCO3)N2CCC1CC2
  6%	1.1	-14	617	51%*	0%	13%	.	-0.2%	2%
c1ccc2c(CCNC3CCCCC3)c[nH]c2c1
  1%	1.2	-4	650	1%	-4%	0%	1.5%	-2.3%	7%
CN1CN=C(N[N+](=O)[O-])N(Cc2ccco2)C1
  5%	1.1	-8	583	-10%	-8%	-3%	3.9%	-3.7%	10%
CCN(CC)c1ccc(N=Cc2c(O)n(-c3ccc(Cl)cc3)c(=O)[nH]c2=O)cc1
  -3%	1	.	.	40%	5%	23%	0.7%	-4.4%	9%
Fc1ccc(CCNCc2ccc(Cl)c(Cl)c2)cc1
  -6%	1.1	.	.	-3%	-3%	-2%	-3.4%	-3.6%	1%
c1ccc2sc(C3CCCNC3)nc2c1 (stereo not given)
  2%	1.1	10	686	6%	-5%	14%	2.0%	-6.7%	-8%
CCOc1ccccc1-n1c(O)c(C=NCCCN(CC)CC)c(=O)[nH]c1=O
  -123%	1	.	.	-2%	0%	-9%	0.5%	-6.0%	10%
O=P(Nc1ccccc1)(Nc1ccccc1)Oc1ccccc1
  2%	1.1	.	.	8%	7%	0%	0.4%	0.2%	3%
CNc1cc(N2CCNCC2)ccc1[N+](=O)[O-]
  12%	0.9	-10	654	32%	-5%	4%	1.8%	-9.3%	4%
CCOC(=O)C(O)(c1ccc(N(CC)C(=O)COc2ccccc2)cc1)C(F)(F)F (stereo not given)
  -3%	1.1	-6	645	7%	7%	14%	2.4%[50 µM]	-10%	-1%
CCN(CC)P(=O)(Oc1cccc(C)c1)N(CC)CC
  9%	1.1	.	.	-4%	1%	1%	2.9%	2.8%	6%
O=C1OCCN1P(=O)(c1ccccc1)c1ccccc1
  -4%	1.1	.	.	1%	-3%	-12%	-1.4%[50 µM]	-0.5%	-1%
O=C(O)C1C2CCC(O2)C1C(=O)Nc1ccc(Cl)cc1 (stereo not given)
  -5%	1.1	1	720	-1%	3%	-2%	.	-1.0%	4%
O=C1NC(=O)N(c2ccccc2)C(=O)/C1=C/c1ccc(Sc2ccccc2)o1
  27%	0.8	-3	774	-6%	9%	11%	-0.8%	-3.1%	7%
CCOC(=O)C(C)(CC)NC(=O)CSP(=S)(OCC)OCC (stereo not given)
  9%	1.1	9	787	-20%	2%	-19%	-0.3%	-3.1%	3%
O=C(Nc1ccccc1)NC1CC2CCC(C1)N2 (stereo not given)
  1%	1.1	11	713	2%	4%	6%	0.2%	-3.8%	-2%
CCC(C)N1C(=O)/C(=C\c2cnc(N(C)C)nc2)C(=O)NC1=S (stereo not given)
  20%	1.1	-17	684	-64%	4%	-57%	0.9%	-1.9%	7%
O=c1[nH]c(=S)[nH]c(O)c1N=Nc1ccc2c(c1)OCCO2
  1%	.	0	735	.	-4%	.	0.2%	.	10%

Three entries from above, arranged by length of the SMILES, high to low:
Below each SMILES – M17LAP inhibition	TNAP activation fold	Hep lipid drop	Hep lipid drop cells 6.5 µM	human PMI inhibitors	Siah-1 displacement	human PMI inhibition	K1F lysis inhibition	XIAP displacement	P. falciparum M1AAP
CCOC(=O)C(O)(c1ccc(N(CC)C(=O)COc2ccccc2)cc1)C(F)(F)F (stereo not given)
  -3%	1.1	-6	645	7%	7%	14%	2.4%[50 µM]	-10%	-1%
O=C1/C(=C/c2cc3c(cc2Cl)OCO3)N2CCC1CC2
  6%	1.1	-14	617	51%*	0%	13%	.	-0.2%	2%
CN1CN=C(N[N+](=O)[O-])N(Cc2ccco2)C1
  5%	1.1	-8	583	-10%	-8%	-3%	3.9%	-3.7%	10%

Further compounds follow.
Below each SMILES – M17LAP inhibition	TNAP activation fold	Hep lipid drop	Hep lipid drop cells 6.5 µM	human PMI inhibitors	Siah-1 displacement	human PMI inhibition	K1F lysis inhibition	XIAP displacement	P. falciparum M1AAP
COC(=O)N(C)c1ccc(C(O)(C(=O)OC)C(F)(F)F)cc1 (stereo not given)
  2%	1.1	5	700	13%	-1%	6%	0.3%	2.6%	0%
O=c1[nH]c2ccccc2n1C1CCN(CCCC(c2ccc(F)cc2)c2ccc(F)cc2)CC1
  7%	1.1	.	.	4%	2%	6%	1.0%	-6.4%	-4%
N#CCC(=O)NN1Cc2ccccc2C1=N
  3%	1.1	22	695	3%	-4%	2%	0.3%	-4.0%	-3%
Cc1cccc(OP(N)(N)=O)c1C
  -5%	1.1	-2	695	-9%	6%	-4%	-0.2%	-4.8%	-6%
Cc1cccc(N2C(=O)CC(=O)NC2=O)c1
  41%	1.1	19	748	-2%	4%	3%	1.3%	-4.4%	-3%
CC(O)(CS(=O)(=O)c1ccccc1)C(=O)Nc1cccc(C(F)(F)F)c1 (stereo not given)
  2%	1.1	.	.	-3%	-3%	4%	3.3%	-1.2%	0%
CSc1ccc(CNC2CN3CCC2CC3)cc1 (stereo not given)
  6%	1.1	0	705	3%	0%	15%	0.0%	-4.9%	-4%
CCC(C)N=Cc1c(O)n(-c2ccccc2)c(=O)[nH]c1=O (stereo not given)
  -1%	1.2	13	777	-8%	0%	-3%	4.8%	-1.8%	2%
CC12CN3CC(C)(CN(C1)C3c1ccco1)C2=O (stereo not given)
  11%	1.1	.	.	8%	-1%	8%	1.3%	-3.8%	0%
C(=NC12CN3CN(CN(C3)C1)C2)c1cccs1
  -9%	1	.	.	-11%	-2%	-10%	4.3%	-5.1%	-7%
Cc1oc(-c2ccc(Cl)cc2)nc1CS(=O)CC(=O)N1CCC2(CC1)OCCO2 (stereo not given)
  16%	1	.	.	0%	-1%	-5%	1.0%	-6.6%	6%
Cc1nn(Cc2ccccc2)c(C)c1C(=O)OCC(=O)Nc1cccc(S(N)(=O)=O)c1
  6%	1	-7	693	14%	0%	2%	0.2%	-3.4%	1%
CCC(C)NC(=O)CN1C(=O)CN=C(c2ccccc2)c2ccccc21 (stereo not given)
  -3%	1.2	-2	706	-11%	-6%	-11%	-0.1%	2.6%	7%
CCCCn1c(=O)c(C=Nc2cccnc2Cl)c(O)n(CCCCl)c1=O
  19%	1	7	525	-2%	8%	-21%	0.3%	-5.1%	4%
O=C(c1ccccc1)C1NC1c1ccccc1 (stereo not given)
  1%	.	-3	717	.	1%	.	-0.3%	.	0%
CN1CCN(c2ccc(N)cc2Cl)CC1
  21%	1.1	17	708	16%	-6%	-13%	.	-4.5%	4%
CCN(CC)CCCN=C(C)c1c(O)n(-c2ccc(C)cc2)c(=O)[nH]c1=O
  -7%	1.1	.	.	-2%	-2%	-7%	-0.6%	-3.6%	7%
CC(Cc1ccccc1Sc1ccc(O)cc1)N(C)C (stereo not given)
  0%	1.1	6	759	-15%	6%	-10%	0.0%	-5.5%	11%
CCOc1ccc(/C=C2/C(=O)NC(=O)N(CCc3ccc(F)cc3)C2=O)cc1
  20%	1	7	681	0%	-1%	11%	0.3%	-4.5%	8%
